Autophagy mod – alters autophagy in cells; MEF GFP-LC3 puncta imaging; test concentration mostly 10 µM; calls only at 10 µM (by protocol); 190,000 compounds, 0.98% hits; AID 463193;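 active = percentage of spot-positive cells more than 3 SD above its plate mean, without a fluorescence outlier flag or 80% toxicity; inconclusive = no clear call, values can overlap the other calls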;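 note: spot-positive cell cutoff set from DMSO-treated cells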
human PMI inhibition – MPI enzyme activity inhibition – biochemical, fluorescence intensity, coupled assay, primary screen (AID 1209); 190,000 compounds, 0.42% hits; purified PMI enzyme, coupled fluorescence intensity; higher % means a stronger effect; inhibition, % at 20 µM; hits with a dose series show IC50 in µM;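 note: plate controls were DMSO vehicle for no effect and wells lacking substrate for full effect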
PMI inhibition – human PMI inhibitors, high substrate, primary screen, biochemical, fluorescence intensity, high mannose 6-phosphate (AID 1220); 190,000 compounds, 0.66% hits; one-dose inhibition, % at 20 µM; IC50 in µM for titrated hits; recombinant PMI enzyme, coupled fluorescence intensity; higher % means a stronger effect
T cell HTS – modulates CD8 T cell binding to vesicles. calls only at 7 µM. 2C CD8+ T cell-vesicle binding, flow cytometry; hits give low values. 330,000 compounds, 0.068% hits. AID 2052;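 active = response, share of CD8 T cells binding vesicles, and their 90th percentile fluorescence all below set limits, cut at about 80% in these data, passing the limit was not always enough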
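Material: murine 2C transgenic CD8+ T lymphocytes / Also added: QL9-peptide-loaded Drosophila micro-vesicles bearing Ld, ICAM-1 and B7-1 / Schedule: binding step 1.5 h, 37 °C, antibody labelling 20 min, ice / Signal: flow cytometry, PE anti-B7-1 (FL2) versus Alexa647 anti-CD8 (FL8), PFA-fixed / Evaluation: percent CD8+ FL2 mean versus row control / Benchmarks: naked versus QL9-loaded vesicles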
Insulin prom up – MIN6 insulin promoter up-regulation; MIN6 insulin promoter-GFP reporter, high-content imaging; hits give high values; z-score at 5 µM; 190,000 compounds, 0.3% hits; AID 1625;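 active = z-score above 3 at 5 µM with at least 500 cells counted in the well; inconclusive = wells under 500 cells, flagged as cytotoxic or low count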
Hep lipid drop – hepatic lipid droplet formation modulation | AML12 mouse hepatocytes, oleate lipid droplets, BODIPY imaging | inhibition, % at 6.5 µM | 240,000 compounds, 0.4% hits | AID 1656;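 active = lipid droplet intensity inhibited by at least 50%, with more than 500 cells counted; inconclusive = wells with under 300 cells, treated as cytotoxic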
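Assay system: AML12 mouse liver cells | Compound dosing: One dose, 6.5 µM compound | Read-out basis: Droplet intensity reduction, % inhibition | Measured by: Fluorescence imaging, 20x objective, two fields per well | Schedule: Overnight treatment with compound plus oleate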
TNAP activators – human TNAP enzyme activators, primary screen, biochemical, luminescent, no phosphate acceptor, uHTS (AID 1001) | purified TNAP, luminescent activation assay, no phosphate acceptor; higher activation fold means a stronger effect | activation fold at 20 µM; hits with a dose series show EC50 in µM | 200,000 compounds, 0.03% hits; in the data active = activation fold from about 3, or a potency from the dose series; inactive = the rest, 99 in 100 with activation fold below about 1.6; note: many of its hits are not listed in these tables
MT stabilizer – microtubule stabilizers in HeLa cells; HeLa tubulin immunostaining HCS, 24 h; share of cells brighter than vehicle mean+2SD; AID 2205; % tubulin-high responders, % at 10 µM; 200,000 compounds, 0.83% hits;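 active = plate Z-score above 3 for both tubulin-high and condensed-nucleus cell shares, with cell loss under 80%, at 10 µM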;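 note: anti alpha tubulin signal scored within the nucleus-defined area of each cell; some results filed as inactive read as strong as hits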
bCat nuc transl – beta-catenin nuclear translocation modulation; nuclear translocation activity, % at 5 µM; HeLa beta-catenin nuclear translocation, immunofluorescence imaging; AID 1665; 190,000 compounds, 0.3% hits;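 active = nuclear translocation activity above 50% at 5 µM, with a well cell count of 50 or more; inconclusive = wells under 50 cells across six images, flagged as toxic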;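 note: per-cell ratio of nuclear to cytoplasmic median beta-catenin stain intensity; plate controls were DMSO negative control for no effect and GSK-3 inhibitor IX positive control for full effect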
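Test system: human HeLa cells, endogenous beta-catenin. Times: 24 h compound exposure, 37°C. Measured by: beta-catenin immunofluorescence imaging with DAPI.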
Insulin prom up cell count – also measured in Insulin prom up; calls as there; cell count; measured here: cytotoxicity, nuclei count;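 total cells summed across four imaged fields per well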
Hep lipid drop cells 6.5 µM – second read-out of Hep lipid drop, no call of its own (marks repeat the call); cell count; measured here: cell count, cytotoxicity flag;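 cells counted across two imaged fields per well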
bCat nuc transl cell count 5 µM – second read-out of bCat nuc transl, no call of its own (marks repeat the call); cell count; measured here: cell count, cytotoxicity flag
T cell HTS vesicle-bound % – further read-out of T cell HTS, marked with its call; double positive events, %; measured here: CD8+ vesicle-bound cell fraction;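 binding gate set so that unloaded-vesicle control wells show 10% double positive cells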
MT stabilizer Hoechst-high % – further read-out of MT stabilizer, marked with its call; % Hoechst-high responders; measured here: nuclear condensation Hoechst responders;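 share of cells brighter than vehicle mean plus two SD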
MT stabilizer cytotoxicity % – recorded beside MT stabilizer, whose call it bears; toxicity, %; measured here: cytotoxicity by cell density;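 0% = mean cell density of plate MIN control wells and 100% = no cells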
Autophagy mod cell loss 18 h – second read-out of Autophagy mod, no call of its own (marks repeat the call); toxicity, %; measured here: cell loss, nuclei count;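 cell loss after 18 h compound exposure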
Active calls of the source: *; i = inactive; ? = inconclusive; nt = no result given; + = active, no number. Cut-off read from the data, not from the text of the source, unless noted: active = inhibition above about 50%; inactive = the rest.

canonical_smiles	PMI inhibition	human PMI inhibition	Hep lipid drop	T cell HTS vesicle-bound %	Autophagy mod	Insulin prom up	T cell HTS	bCat nuc transl	MT stabilizer	MT stabilizer Hoechst-high %	Hep lipid drop cells 6.5 µM	Autophagy mod cell loss 18 h	TNAP activators	Insulin prom up cell count	MT stabilizer cytotoxicity %	bCat nuc transl cell count 5 µM
N#C/C(=C\c1ccc(Sc2ccccc2)o1)c1nc2ccccc2[nH]1	4%	7%	6	24	i	0.45	i	0.0	2.1	3.1	645	0	1	1046	4.3	540
CCC1=NN2C(=N)/C(=C\c3cccn3-c3c(C)cccc3C)C(=O)N=C2S1	8%	14%	-16	56	i	-0.33	i	-6.3	1.5	1.8	650	3	1.2	1543	1.5	1107
O=C(NCCN1CCOCC1)c1ccc2c(c1)N(Cc1ccccc1F)C(=O)c1ccccc1S2	5%	2%	-9	50	+	-0.32	i	-0.8	1.4	1.2	732	6.3*	0.9	1188	0.2	1044
Cc1ccc(S(=O)(=O)NC(CC(=O)NCC2CCCO2)c2ccco2)cc1 (stereo not given)	4%	6%	0	53	i	0.03	i	-0.5	5.2	3.1	680	-1	1	1836	4.9	1004
Cc1noc(C)c1CSc1nc2[nH]ncc2c(=O)n1-c1ccccc1	6%	6%	-256	37	i	-0.36	i	2.8	25*	58*	431	67	1.1	707	33*	1069
CN(CC(O)COCc1ccccc1F)C1CCCCC1 (stereo not given)	nt	nt	-21	56	nt	-0.3	i	-1.3	nt	nt	613	nt	nt	963	nt	1317
CCNC(=O)c1ccccc1CCc1ccccc1	2%	-1%	1	30	i	0.16	i	3.2	2.7	1.6	698	-27	1.1	1607	2.9	905
CN(CC(O)COc1ccc(S(=O)(=O)N2CCOCC2)cc1Cl)C1CCCCC1 (stereo not given)	nt	nt	-8	35	nt	-0.41	i	0.1	nt	nt	660	nt	nt	989	nt	1326
CC(CCc1ccccc1)NC(=O)C(=O)N1CCOCC1 (stereo not given)	0%	1%	-4	30	i	nt	i	-0.5	1.3	1.2	700	3	1.1	nt	7.5	1069
Cc1cc(N2CCN(C)CC2)nc2ccc(NC(=S)NCCCN3CCc4ccccc4C3)cc12	58%*	32%	0	33	i	0.2	i	-0.7	1.9	2.5	723	-2	1	1176	5.3	970
O=C(Cc1ccc(Br)cc1)Nc1ccccc1Cl	-7%	-6%	4	34	i	0.02	i	-0.1	5.4	3.3	641	9	1.1	1361	0.5	883
Cc1cc(Nc2ccccc2)nc(-c2ccccc2O)n1	10%	14%	13	60	i	0.69	i	-0.5	4.1	3.3	756	-11	1	1287	11	1192
CCOC(=O)N1CCN(C(=O)c2ccc(S(=O)(=O)c3ccc(C)cc3)c(NC(C)=O)c2)CC1	-4%	0%	nt	14	i	-0.68	i	-0.2	4.0	2.9	nt	8	1.1	1645	14	1341
CCOC(=O)c1sc2nc(N3CCCC3)c3c(c2c1N)CC(C)(C)OC3	8%	-7%	nt	34	i	2	i	-2.7	3.1	2.7	nt	-1	1.1	929	5.2	1225
CCc1nnc(NC(=O)c2ccc(S(=O)(=O)N3CCN(Cc4ccccc4)CC3)cc2)s1	0%	-2%	nt	30	i	2.3	i	-4.3	2.1	1.4	nt	-8	1	924	2.4	857
COc1ccc(/C(O)=C2/C(=O)C(=O)N(CC3CCCO3)C2c2cccc(OC)c2)cc1 (stereo not given)	-9%	-19%	-4	25	i	nt	i	0.5	5.5	2.2	777	-15	1	nt	3.4	460

Exported with values under each structure: 4 of the compounds above
Every second line gives: PMI inhibition	human PMI inhibition	Hep lipid drop	T cell HTS vesicle-bound %	Autophagy mod	Insulin prom up	T cell HTS	bCat nuc transl	MT stabilizer	MT stabilizer Hoechst-high %	Hep lipid drop cells 6.5 µM	Autophagy mod cell loss 18 h	TNAP activators	Insulin prom up cell count	MT stabilizer cytotoxicity %	bCat nuc transl cell count 5 µM
> CN(CC(O)COc1ccc(S(=O)(=O)N2CCOCC2)cc1Cl)C1CCCCC1 (stereo not given)
→ nt	nt	-8	35	nt	-0.41	i	0.1	nt	nt	660	nt	nt	989	nt	1326
> Cc1cc(N2CCN(C)CC2)nc2ccc(NC(=S)NCCCN3CCc4ccccc4C3)cc12
→ 58%*	32%	0	33	i	0.2	i	-0.7	1.9	2.5	723	-2	1	1176	5.3	970
> CCOC(=O)N1CCN(C(=O)c2ccc(S(=O)(=O)c3ccc(C)cc3)c(NC(C)=O)c2)CC1
→ -4%	0%	nt	14	i	-0.68	i	-0.2	4.0	2.9	nt	8	1.1	1645	14	1341
> CCOC(=O)c1sc2nc(N3CCCC3)c3c(c2c1N)CC(C)(C)OC3
→ 8%	-7%	nt	34	i	2	i	-2.7	3.1	2.7	nt	-1	1.1	929	5.2	1225

Next section.
canonical_smiles	PMI inhibition	human PMI inhibition	Hep lipid drop	T cell HTS vesicle-bound %	Autophagy mod	Insulin prom up	T cell HTS	bCat nuc transl	MT stabilizer	MT stabilizer Hoechst-high %	Hep lipid drop cells 6.5 µM	Autophagy mod cell loss 18 h	TNAP activators	Insulin prom up cell count	MT stabilizer cytotoxicity %	bCat nuc transl cell count 5 µM
O=C(Oc1cccc(Nc2ncnc3ccccc23)c1)c1ccccc1Cl	14%	13%	0	42	i	-0.23	i	-2.1	3.3	1.2	717	-11	1.1	1841	5.9	1013
CN(C)CC1CCCCC1OC(=O)c1ccc(Br)cc1 (stereo not given)	-13%	-24%	-18	40	i	-1.2	i	0.1	2.8	2.0	598	5	1	1349	8.8	1095
CCOC1=C/C(=C/c2c(N)n3oc(C)cc3nc2=O)C=CC1=O	20%	5%	0	22	i	0.73	i	-2.3	5.4	2.6	712	15	0.7	1419	6.0	1115
Cc1cc(N2CCOCC2)nc(NCc2ccccc2)n1	4%	9%	nt	32	i	?	i	0.8	0.7	0.9	nt	17	1.1	nt	4.2	1152
CCOC(=O)c1c(NC(=O)Cc2cccs2)sc2c1CCCC2	16%	14%	nt	24	i	-1.7	i	0.7	1.8	1.6	nt	-5	1.1	1373	10	1195
Cc1nc(CNS(=O)(=O)c2cccs2)cs1	-9%	-5%	-12	49	i	0.29	i	-0.1	2.5	2.0	718	9	1.1	1204	1.8	1077
Cc1c(C(c2cccc([N+](=O)[O-])c2O)c2c(C)n(C)n(-c3ccccc3)c2=O)c(=O)n(-c2ccccc2)n1C	-5%	-5%	nt	14	i	-0.31	i	-0.8	1.5	0.7	nt	8	1	1643	2.6	1296
COc1ccc(C(=O)OCC(=O)NC(C)(C)C)cc1[N+](=O)[O-]	4%	-9%	2	39	i	0.23	i	nt	3.1	3.3	690	-8	1.1	1345	7.6	nt
O=C(CCC(=O)N(CC(=O)NC1CCCCC1)c1ccc2c(c1)OCO2)Nc1ccccn1	18%	8%	nt	43	i	-0.07	i	-2.1	3.9	3.5	nt	9	1	1269	7.3	910
COc1cc(CC(=O)Nc2sccc2C(N)=O)cc(OC)c1OC	-2%	-9%	nt	40	i	0.06	i	-7.1	1.8	1.1	nt	17	1.1	1055	6.7	900
COc1ccc(/C(O)=C2\C(=O)C(=O)N(CCN3CCOCC3)C2c2ccccc2OC)cc1 (stereo not given)	-12%	-12%	-14	nt	i	0.14	nt	0.0	4.0	1.4	669	-1	1	1527	2.9	1129
Cc1ccccc1NC(=O)C1CCCN1C(=O)NC1CCCCC1 (stereo not given)	1%	2%	7	35	i	-0.13	i	-4.9	2.4	1.5	802	3	1.1	1296	3.8	1230
O=[N+]([O-])c1cccc(-c2ccc(/C=N/NC(=S)NCc3ccco3)o2)c1	nt	nt	34	26	nt	-0.25	i	1.1	nt	nt	758	nt	nt	941	nt	1346
Cc1ccc(C)c(OCCn2cc(/C=C(\C#N)C(=O)NCc3cccs3)c3ccccc32)c1	16%	12%	-6	48	i	-1.3	i	0.7	3.4	16	619	1	1	1692	26	1130
O=C(c1cc2cc(Cl)cc(Cl)c2oc1=O)N1CCOCC1	-8%	2%	nt	51	i	0.63	i	0.8	3.0	1.8	nt	35	0.8	1287	3.0	1209
CCS(=O)(=O)c1ccc(NC(=O)c2ccccc2Cl)c(O)c1	19%	18%	4	21	i	0.77	i	-0.8	1.3	1.6	658	32	1	2095	12	1064
Cc1ccc(NC(=O)CN(C)CC(=O)Nc2ccccc2-c2ccccc2)cc1	-6%	-1%	0	7	i	0.54	i	1.1	3.7	5.5	686	-6	1	1189	5.8	992
CC(C)c1ccc2oc(=O)cc(CN3CCN(c4ccccc4)CC3)c2c1	4%	4%	nt	33	i	-0.15	i	-2.8	6.7	5.5	nt	2	1	1172	3.7	991
Cc1cc(C(=O)Cn2cnc3cc([N+](=O)[O-])ccc3c2=O)c(C)n1CC1CCCO1 (stereo not given)	22%	7%	-1	37	i	-0.21	i	-2.7	3.0	2.6	680	17	1.1	1217	4.3	1082
COc1ccc(OCc2cccc(C(=O)N3CCCC3)c2)cc1	7%	10%	-19	24	i	nt	i	-0.4	3.0	2.1	725	1	1.1	nt	3.5	1132
O=C(Nc1cccc2ccccc12)c1onc2c1CCCC2	16%	30%	-6	46	i	nt	i	-1.4	2.9	2.5	727	1	1	nt	5.6	1050
O=C(NCC(=O)N(Cc1ccccc1)C(C(=O)NC1CCCCC1)c1ccco1)c1ccco1 (stereo not given)	4%	0%	-13	26	i	nt	i	1.7	1.6	1.7	756	13	1.1	nt	4.6	996
CC(=O)c1cccc(NC(=O)c2ccco2)c1	3%	-5%	nt	50	i	0.59	i	0.1	5.3	2.5	nt	-5	1.1	1223	2.3	841
COc1ccc(N(CC(=O)NCCSc2ccccn2)S(C)(=O)=O)cc1Cl	3%	-4%	nt	6	i	-0.88	i	-3.0	3.4	2.0	nt	-2	1	1111	3.1	1099

Screens as filed in PubChem BioAssay.
